Screening results deposited in PubChem BioAssay by Sanford-Burnham Center for Chemical Genomics.
tim10-1 inh – tim10-1 yeast growth inhibition; S. cerevisiae tim10-1 ts strain growth, BacTiter-Glo, 24 h; 330,000 tested, 2.2% active; inhibition, % at 20 µM; AID 463190;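 active means inhibition of at least 40%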;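 further: mutant grown at 25 °C; 0% = DMSO wells with yeast and 100% = wells holding no yeast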
tim23-1 inh – tim23-1 yeast growth inhibition; S. cerevisiae tim23-1 growth, BacTiter-Glo luminescence, 24 h; AID 463212; inhibition, % at 20 µM; 330,000 tested, 1.3% active;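 active means growth inhibition of the mutant yeast at or above 50%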;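 further: temperature-sensitive mutant grown at 25 °C; plate controls were DMSO-treated mutant yeast for no effect and medium wells lacking yeast for full effect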
GRIN3A LBD mod – NR3A (human) ligand-binding domain modulation; NR3A LBD differential scanning fluorimetry, Tm shift; 0% = protein alone, 100% = glycine-bound protein; Tm shift relative to glycine control, % at 25 µM; 340,000 tested, 2.5% active;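 active means melting temperature shift of at least 10% of the positive control shift, at one fixed dose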
APJ antag – antagonists of human APJ apelin receptor; P35414; CHO-K1 APJ beta-arrestin complementation, luminescence; inhibition, % at 20 µM; 330,000 tested, 0.32% active;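 active means inhibition above about 40% at 20 µM, limit read from the data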;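 further: cells challenged with 10 nM apelin-13 agonist together with compound; plate controls were apelin-13 plus DMSO wells for no effect and DMSO wells lacking apelin-13 for full effect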
Target sequence (P35414 whole entry, looked up): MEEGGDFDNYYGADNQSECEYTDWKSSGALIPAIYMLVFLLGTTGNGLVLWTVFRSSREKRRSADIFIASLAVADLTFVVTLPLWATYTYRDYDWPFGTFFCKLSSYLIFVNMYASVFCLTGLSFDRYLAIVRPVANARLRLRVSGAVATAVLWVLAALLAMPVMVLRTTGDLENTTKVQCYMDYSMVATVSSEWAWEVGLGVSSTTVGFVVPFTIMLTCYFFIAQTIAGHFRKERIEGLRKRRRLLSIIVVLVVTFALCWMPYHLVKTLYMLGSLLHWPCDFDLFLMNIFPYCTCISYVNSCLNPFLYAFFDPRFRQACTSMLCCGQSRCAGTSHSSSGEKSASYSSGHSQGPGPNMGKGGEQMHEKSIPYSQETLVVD
NLRP3 yeast inh – inhibitors of NALP3 inflammasome in yeast; 330,000 tested, 0.39% active; Yeast reconstituted NLRP3/ASC/caspase-1, beta-gal luminescence, 24 h; AID 2825; inhibition, % at 10 µM;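 active means inhibition of 50% or more; inactive means inhibition below 50%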;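 further: plate controls were induced DMSO wells for no effect and uninduced yeast grown without galactose for full effect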
MPTP inh – inhibitors of mitochondrial permeability transition pore; inhibition, % at 10 µM; isolated mouse mitochondria, Ca2+ swelling absorbance, 30 min; 360,000 tested, 1.4% active;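 active means inhibition of 50% or more, scaled per plate between neutral and stimulator controls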;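 further: 0% = DMSO wells given calcium and 100% = 1 mM EGTA wells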
TIM10 inh – growth inhibitors of TIM10 yeast strain; inhibition, % at 10 µM; 330,000 tested, 1.4% active; S. cerevisiae TIM10 strain growth, BacTiter-Glo luminescence, 24 h;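 active means inhibition of 40% or more at the single tested concentration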;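 further: wild-type TIM10 isogenic control strain grown at permissive 25 °C; 0% = DMSO yeast wells and 100% = minimal medium wells without yeast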
beta cell repl – induces beta-cell replication in MIN6 cells; MIN6 cells proliferation, ATPlite luminescence, 48 h; cells starved in 0.2% serum; 100% = growth in 10% serum; proliferation, % at 10 µM; 330,000 tested, 0.29% active;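 active means compounds whose signal lies at least 3.5 SD above the mean of all wells on their plate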;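 further: 0% = DMSO-treated cells in low-serum medium and 100% = 10% serum control; some compounds called inactive have numbers as strong as hits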
APJ agonist – activates the human apelin receptor APJ | P35414 | CHO-K1 APJ PathHunter beta-arrestin, luminescence; 0% DMSO wells, 100% apelin | activation, % at 20 µM | 330,000 tested, 0.11% active | AID 2520;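 active means activation more than six SD over the plate average, tested at 20 µM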;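 further: 0% = DMSO alone and 100% = apelin-13 at 10 nM; some results filed as inactive read as strong as hits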
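Test system – PathHunter CHO-K1 APJ (AGTRL-1) beta-arrestin reporter cells · Input – 1000 cells/well · Compound – single test compound dose, 20 µM final, 1% DMSO · Times – compound stimulation 90 min at 25 °C, detection 60 min · Technique – beta-gal luminescence · Read-out basis – APJ–arrestin association signal · Control set – negative DMSO alone, positive Apelin-13 at 10 nM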
* hit, by the source's call; . = not tested or not shown.

SMILES	tim10-1 inh	tim23-1 inh	GRIN3A LBD mod	APJ antag	NLRP3 yeast inh	MPTP inh	TIM10 inh	beta cell repl	APJ agonist
N#Cc1cc(C(=O)c2ccccc2OCC(=O)Nc2ccccc2Cl)cn(C2CCCCC2)c1=O	43*	26	1	3	-3	1.2	8	3	-2
COc1ccc(S(=O)(=O)N2CCC(C(=O)NCCC(=O)NCc3ccccc3OC)CC2)cc1	20	17	3	-4	1	-1.5	9	3	-4
COc1cc(CN2CCC(n3nccc3NC(=O)C3CC3)CC2)cc(OC)c1	8	11	0	-4	-6	0.8	5	-4	-1
COc1ccc(CCNC(=O)CCS(=O)(=O)c2ccc(Br)cc2)cc1OC	13	2	0	11	12	3.4	-2	-3	0
O=C(O)C1=C[C@@H](C2CC2)C[C@@H](OCc2ccc(CO)cc2)O1	-14	-2	0	0	10	-1.2	-12	-2	-3
Clc1ccc(-c2nc(-c3cc4cc(Cl)ccc4o3)cs2)cc1	-8	6	-2	8	5	0.1	5	-3	-2
O=C(c1cccnc1)N1CCN(S(=O)(=O)c2ccc(F)cc2)CC1	7	16	1	7	0	-2.2	2	-1	-2
COc1ccc(NC(=O)C/C(C)=N/NC(=O)c2ccco2)c([N+](=O)[O-])c1	-3	4	-2	10	2	-2.5	3	0	4
O=C(O)c1ccc(CSC2CCCCC2)cc1	28	10	-6	14	14	-0.4	21	0	-1
CCCCNC(=O)CC1N=C2c3ccccc3N=C(SCC(=O)Nc3ccccc3OC)N2C1=O (stereo unspecified)	8	13	-4	8	8	-1.0	-1	-4	-3
CC(=O)c1ccc(O)c(CC=C(C)C)c1O	28	16	-3	7	14	-0.4	-5	0	-3
CCN(C(=O)CN(C)Cc1cccc(Cl)c1Cl)c1c(N)n(Cc2ccccc2)c(=O)[nH]c1=O	2	12	1	8	4	-0.7	9	-2	1
C/C(Cl)=C/Cn1c(SCC(C)C)nc2c1c(=O)[nH]c(=O)n2C	21	7	2	1	7	1.2	-10	3	0
COCCCNC(=O)CN(c1ccc(OC)cc1)S(=O)(=O)c1ccc(NC(C)=O)cc1	15	2	-3	-8	-3	1.4	-2	-1	0
O=S1(=O)N=C(N2CCCC2)c2ccccc21	6	-7	1	2	12	0.1	0	0	1
Cc1ccc2nc(CCCc3nc4ccc(C)cc4[nH]3)[nH]c2c1	-14	-9	2	18	11	0.4	0	-3	-2
CCCCNC(=O)NCCN1CCOCC1	-12	-18	-1	6	13	1.7	8	2	3
S=c1[nH]nc(-c2cc(-c3ccccc3)n[nH]2)n1/N=C/c1cccc(Cl)c1	39	24	10	0	23	7.3	24	-2	-1
COC(=O)[C@@]1(Cc2ccc(OC)cc2)[C@@H]2C(=CC(=O)[C@H]2CC(=O)C(=O)N(C)C)CN1C(=O)c1ccccc1	22	-10	1	16	2	.	0	0	-4
CCn1c(SCCC(=O)O)nnc1-c1cccnc1	5	7	-1	1	7	0.0	-4	1	6
Cc1nc(SCC(=O)Nc2ccc(N3CCOCC3)cc2)nc(C)c1C	2	12	-1	-14	11	2.1	6	-3	-4
Cc1ccc(-c2c(C)c(-c3ccc(F)cc3)nc(N)c2C#N)o1	23	14	-12	4	12	-0.3	-11	-4	0
CCOC(=O)c1c(NC(=O)CSc2nnnn2-c2ccccc2)sc2c1CC(C)(C)NC2(C)C	6	4	-1	3	14	0.6	17	-7	-2
NNC(=O)CSc1nc(-c2ccccc2)nc2c1CCCC2	17	18	0	10	-2	0.4	21	3	-2
COCCNC(=O)C1CCCN(c2nn3c(=O)cc(C)nc3s2)C1 (stereo unspecified)	-7	4	1	10	9	0.9	4	-4	-2

The last 5 compounds of the section before lead into the next:
SMILES	tim10-1 inh	tim23-1 inh	GRIN3A LBD mod	APJ antag	NLRP3 yeast inh	MPTP inh	TIM10 inh	beta cell repl	APJ agonist
Cc1nc(SCC(=O)Nc2ccc(N3CCOCC3)cc2)nc(C)c1C	2	12	-1	-14	11	2.1	6	-3	-4
Cc1ccc(-c2c(C)c(-c3ccc(F)cc3)nc(N)c2C#N)o1	23	14	-12	4	12	-0.3	-11	-4	0
CCOC(=O)c1c(NC(=O)CSc2nnnn2-c2ccccc2)sc2c1CC(C)(C)NC2(C)C	6	4	-1	3	14	0.6	17	-7	-2
NNC(=O)CSc1nc(-c2ccccc2)nc2c1CCCC2	17	18	0	10	-2	0.4	21	3	-2
COCCNC(=O)C1CCCN(c2nn3c(=O)cc(C)nc3s2)C1 (stereo unspecified)	-7	4	1	10	9	0.9	4	-4	-2
COCCn1c(SCc2cc(=O)n3cc(C)ccc3n2)nc2ccccc2c1=O	10	-2	.	10	3	.	13	-3	-1
COCCCn1c(=O)/c(=C\c2ccccc2OC(F)F)s/c1=C(/C#N)C(=O)NCCOC	11	18	3	8	10	4.4	8	0	-4
COc1ccc(Br)c(C(=O)OCc2cc(=O)oc3cc(C)ccc23)c1	6	-2	1	-15	15	-0.9	11	-1	-1
COc1ccc(-c2c3c(=O)n(C)c(=O)n(C)c3cn2Cc2ccccn2)cc1	-2	20	0	7	9	0.2	8	0	-1
CC(=O)OCC1=C(C(=O)O)N2C(=O)C(NC(=O)c3ccc(COc4c(C)cccc4Cl)o3)C2SC1 (stereo unspecified)	18	20	-1	-9	5	-1.1	30	0	1
CC1(NC(=O)Cc2csc(-c3ccc(Cl)cc3)n2)CCS(=O)(=O)C1 (stereo unspecified)	3	15	2	-10	7	0.2	8	-2	-1
CCC(=O)Nc1ccc2oc(-c3ccccc3Br)nc2c1	15	32	-12	-4	36	1.7	26	-2	-2
CC1CCCCN1Cc1nc2c(c(=O)n(C)c(=O)n2C)n1Cc1c(F)cccc1Cl (stereo unspecified)	36	28	2	2	2	-2.1	16	-6	-2
CC(=O)c1ccc(S(=O)(=O)Nc2ccc3c(c2)OCO3)cc1	0	-6	-2	-3	-2	-1.6	1	0	-2
CC(=O)c1c(C(C)=O)c(C)n(-c2ccc(C(=O)O)cc2)c1C	-4	4	-1	9	11	-2.0	1	-3	0
CC(=O)c1ccn(S(=O)(=O)c2ccc(Cl)cc2)c1	17	20	0	-2	9	1.8	14	-1	-5
Cc1nn(-c2ccccc2)c(C)c1/C=N/NC(=O)c1cc(-c2ccc(Cl)s2)[nH]n1	24	24	12*	5	13	2.8	19	-6	1
CCCCCOc1ccc(/C=C/C(=O)NCCc2nc3ccccc3[nH]2)cc1OC	9	-4	3	8	-5	1.6	6	-2	1
Cc1cccc(N(Cc2cc(=O)[nH]c3ccccc23)C(=O)C(C)C)c1	-12	12	-1	10	-15	1.4	-3	-2	-2
O=C(/C=C\c1ccco1)Nc1nc(-c2ccc3ccccc3c2)cs1	-10	14	25*	-3	24	3.9	8	-2	3
CCn1c(-c2cccc(Cl)c2)n[nH]c1=S	6	-3	1	33	10	-2.1	2	-3	-6
CC(=O)Oc1ccc2c(c1)c(C(C)=O)c(C)n2C	5	2	3	-2	11	-1.4	-11	1	-3
N#CCC(CNc1ncc(C(F)(F)F)cc1Cl)OC(=O)c1ccc(Cl)cc1 (stereo unspecified)	7	27	11*	-1	19	1.0	-11	-3	0
Cc1cccc(C(=O)OCC(=O)NN2C(=O)NC3(CCCCC3)C2=O)c1	12	0	0	-8	7	1.5	5	-2	-2
Cc1ccc(OCC(O)CN2C(=O)NC(C)(C)C2=O)cc1 (stereo unspecified)	2	4	4	1	9	-0.3	-2	0	3
COc1ccc(CNC(=O)C/C(C)=N/NC(=O)c2cnccn2)cc1	-5	4	0	0	11	0.2	6	-1	-4
NNC(=O)c1cc(Cl)ccc1Cl	15	13	2	-20	1	-0.3	-4	0	1
CC(=O)Nc1ccc(NC(=O)CSc2ccc(-c3ccc(-n4ccnc4)cc3)nn2)cc1	-19	-24	17*	10	40	-0.5	-41	-4	2
O=C(NCC(c1ccco1)N1CCCCC1)c1cccs1 (stereo unspecified)	4	9	-1	2	22	-3.8	-1	3	-3
O=C(CSc1cccc[n+]1[O-])c1ccccc1Br	5	49	-2	-26	-4	-1.6	6	-6	-2
SMILES	tim10-1 inh	tim23-1 inh	GRIN3A LBD mod	APJ antag	NLRP3 yeast inh	MPTP inh	TIM10 inh	beta cell repl	APJ agonist
O=C(NCc1ccc(N2CCCC2=O)cc1)c1cnccn1	4	3	1	7	9	0.1	-11	2	-3
CSc1nc(Oc2ccc3ccccc3c2)c2sccc2n1	7	8	-2	12	11	0.4	-3	-3	-3
c1ccc(Cn2c(NCc3ccccn3)nc3ccccc32)cc1	11	6	-1	9	-5	0.6	6	-1	-2
Cc1cccc(N2CCN(C(=O)c3cc4c(=O)n(C)c5ccccc5c4n3C)CC2)c1C	7	9	0	7	2	-0.7	-9	-3	-2
Cc1cc(=O)oc2c(CN3CCCCC3)c(O)c(Cl)cc12	-3	12	1	8	0	-1.3	2	-1	0
O=C(COC(=O)CCC(=O)c1ccc(Cl)cc1)NCCc1ccccc1	9	23	-1	-4	23	-0.5	9	-1	-1
O=C(Nc1cccc(C(F)(F)F)c1)c1ccc(N2CCNCC2)c([N+](=O)[O-])c1	-12	2	3	-11	14	70*	-17	-6	2
CC1CCN(C(=O)c2ccc(NC3=C(Cl)C(=O)N(Cc4ccccc4)C3=O)cc2)CC1	22	40	-1	-33	30	2.7	41*	-6	-4
CC(C)[C@H]1CN=C2N(CCNC(=O)CCC3CCCCC3)[C@H](Cc3ccc(O)cc3)CN21	-6	-17	-4	-1	12	-1.9	-1	-4	-9
COc1ccc(-c2cc3c(=O)n(CC(=O)Nc4ccc(C(C)=O)cc4)ncn3n2)cc1	7	-10	-1	5	2	-0.8	-14	-5	0
O=C(COC(=O)c1ccc2c(c1Cl)C(=O)c1ccccc1C2=O)NC1CC1	18	10	-1	-29	7	3.6	29	-5	13*
CC1CCC2(CC1)NC(=O)N(NC(=O)c1cc3ccccc3o1)C2=O (stereo unspecified)	-7	1	0	7	23	0.1	4	-4	-2
COc1ccc(NC(=O)C2CCN(S(=O)(=O)c3ccc(Br)s3)CC2)cc1OC	12	3	-4	3	31	6.7	17	0	2
COc1ccc(C(=O)CSc2nnc(COc3ccc(C#N)cc3)n2-c2ccccc2)cc1	15	-5	3	3	-12	4.1	5	2	-2
CCOC(=O)c1c(C)[nH]c(C)c1C(=O)CSc1nc2ccccc2n1CCC#N	20	1	5	2	9	-1.1	9	2	2
Cc1ccccc1OCC(=O)Nc1ccc2oc(=O)ccc2c1	20	-3	-1	7	15	-1.1	-1	3	-2
CC[n+]1c(S(=O)(=O)[O-])ccc2ccc(C)cc21	5	3	-2	6	33	-0.9	2	0	1
COCCCNC(=O)c1ccccc1NS(C)(=O)=O	-1	3	-11	-10	6	-0.7	5	-1	-5
C/C(=N\OC(=O)Nc1ccccc1)c1cnn(-c2cc(C(F)(F)F)cc(C)n2)c1C	-10	-6	-28	-10	10	3.3	1	-1	-1
CCOC(=O)c1ccc(NC(=O)CSc2nc(NC(=O)c3ccccc3)c3c(C)c(C)oc3n2)cc1	15	4	5	-2	30	47	8	-3	-3
Cc1cc(Nc2ccccc2C(=O)O)n(-c2ccc([N+](=O)[O-])cc2)n1	25	-1	0	-1	-6	3.6	16	-6	3
CC(=O)Nc1ccc2oc(-c3ccccc3Br)nc2c1	-28	7	-11	-12	28	1.5	11	-1	-1
COc1ccccc1Nc1nnc(SCc2cc(=O)n3ccsc3n2)s1	15	18	2	8	-4	1.3	8	3	1
Cc1cccc(C)c1N(CC(=O)N(C)Cc1ccccc1)S(C)(=O)=O	6	1	2	7	9	0.4	0	-3	0
